# PGC1a acetyl inh: lowers PGC1a acetylation signal in U2OS cells; 0.17% of 350,000 active; AlphaScreen anti-acetyl-lysine; with virally co-expressed GCN5 acetyltransferase; inhibition, % at 15.6 µM; AID 651687;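 active = every replicate shows inhibition of at least 40%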;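 also: 0% = neutral control wells and 100% = positive control wells; some results beyond the cut were filed as inactive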
# Cneo AK release: causes C. neoformans cell lysis | adenylate kinase release luminescence, 4 h; normalised: neutral wells 0, clomiphene wells 100 | 0.2% of 360,000 active | lysis activity, % at 15 µM | AID 651654;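 active = mean lysis activity across replicates of at least 80%, whatever share of replicates individually reach that level; inactive = mean lysis activity below 80%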
#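 Test system: log-phase Cryptococcus neoformans yeast cells. Input: 5 × 10^6 yeast cells/mL. Medium: fresh YPD growth medium. Doses: single dose. Incubation: static 4 h at 37 °C with compound, 1 h detection. Measured by: luminescent adenylate kinase detection reagent. Read-out: signal increase indicating cell lysis. Benchmarks: Clomiphene.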
# LGR2 antag: Drosophila LGR2 receptor signaling inhibition. HEK293 LGR2, CRE-luciferase, bursicon-stimulated, 4 h. inhibition, % at 9.99 µM. 0.35% of 380,000 active. AID 720647;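 active = drop in luminescence signal, shown as inhibition above about 50% in the replicate tests, limit read from the data, passing the limit was not always enough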;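 also: agonist challenge used bursicon conditioned medium at about half maximal strength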
# CASP6 VEID inh: blocks human caspase-6 cleavage activity. inhibition, % at 12.5 µM. purified caspase-6, Z-VEID-R110 cleavage fluorescence. 0.53% of 350,000 active;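 active = mean inhibition across replicates at least about 35%, with every replicate also reaching that limit, limit read from the data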;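 also: 0% = median of neutral control wells and 100% = no fluorescence left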
# Target sequence (P55212 24-179 limits assumed): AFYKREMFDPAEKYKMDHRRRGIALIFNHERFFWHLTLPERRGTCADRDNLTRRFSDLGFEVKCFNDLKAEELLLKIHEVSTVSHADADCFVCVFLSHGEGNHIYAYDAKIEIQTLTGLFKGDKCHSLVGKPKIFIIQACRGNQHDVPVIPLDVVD
# Target sequence (P55212 194-293 limits assumed): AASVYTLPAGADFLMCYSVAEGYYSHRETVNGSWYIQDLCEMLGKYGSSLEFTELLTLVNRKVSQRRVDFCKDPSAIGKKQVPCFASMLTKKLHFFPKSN
# PAX8 reporter: lowers PAX8-driven luciferase in RMG-I cells | RMG-I TPO-luciferase reporter, SteadyGlo, 24 h | inhibition, % at 12.6 µM | 1.2% of 360,000 active;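 active = mean replicate inhibition at least 60% with every replicate also reaching 60%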;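 also: luciferase light reporting Pax8 driven TPO promoter activity; plate controls were median of neutral control wells for no effect and mitoxantrone controls for full effect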
# EWS-Fli inh: inhibitors of EWS/Fli oncoprotein transcriptional activity. A673 NR0B1-luciferase reporter, viability-normalised. inhibition, % at 12.6 µM. 0.67% of 350,000 active;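 active = mean inhibition of at least 50% after viability correction, with every replicate also passing that limit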;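 also: firefly luciferase signal divided by Alamar Blue viability fluorescence both relative to DMSO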
# miR122 inh: miR-122 inhibition in Huh7 cells; 0.3% of 340,000 active; Huh7 miR-122 Renilla luciferase sensor, 48 h; neutral wells = 0, positive control = 100; activation (reporter increase), % at 12.5 µM;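 active = mean replicate activation score at least 90 and every replicate individually at or above 90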;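 also: higher luciferase means less miR-122 activity so hits act as miR-122 inhibitors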
# FN deposit inh: fibronectin deposition inhibition; AH1F fibroblasts, Alexa488-fibronectin deposition fluorescence, overnight; inhibition, % at 12.6 µM; 0.086% of 350,000 active; AID 743247;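 active = mean inhibition across replicates of 30% or more, regardless of how many single replicates reach that level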;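 also: positive control wells lacked labelled fibronectin entirely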
#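 Material – AH1F fibroblast monolayer, labelled fibronectin deposition · Reagent – labelled fibronectin 24 nM · Timing – 1 h adhesion, overnight exposure · Measured by – fluorescence at 485 nm excitation, 525 nm emission · Read-out – inhibition of fibronectin deposition signal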
# The depositor's hits bear a star; . = not tested or not shown; & = joins results of further samples; [ ] = another dose, or the depositor's remark.
# Below each SMILES – PGC1a acetyl inh	Cneo AK release	LGR2 antag	CASP6 VEID inh	PAX8 reporter	EWS-Fli inh	miR122 inh	FN deposit inh
Nc1cccc(Oc2ccc3c(c2)C(=O)N(CCO)C3=O)c1
→ 16.7	4.9	1.8	-0.8	32.3	10.6	0.5	-2.5
CCOC(=O)COc1ccc2c(=O)c(-c3ccc(OC)c(OC)c3)c(C(=O)OCC)oc2c1
→ -22.4	0.9	10.6	1.1	0.2	-5.8	4.5	3.9
COc1ccccc1CCNC(=O)C(=O)NCC1OCCN1S(=O)(=O)c1ccc(C)cc1 (stereo unspecified)
→ -5.7	3.4	10.2	25.6	5.7	3.0	-12.2	2.8
CC(=O)N1[C@@H](CO)[C@@H](c2ccccc2)C12CN(Cc1cc(F)ccc1F)C2
→ 10.4	.	-10.1	-0.4	-5.2	-4.8	.	.
CCC(=O)Nc1ccc2c(c1)C(=O)N(C)[C@@H]1CC[C@H](CC(=O)N3CCc4ccccc4C3)O[C@H]1CO2
→ -2.4	3.0	-1.3	1.0	-3.1	-5.2	3.2[16.7 µM]	4.3
Cc1noc(C)c1NC(=O)N(C)C[C@@H]1Oc2ncc(C#CC3CCCC3)cc2C(=O)N([C@@H](C)CO)C[C@H]1C
→ 18.5	10.6	-21.2	-1.3	-13.6	0.7	-8.9[16.7 µM]	-13.2
COc1ccc(Br)cc1CNC(=O)Cc1cccs1
→ 4.3	-3.4	-19.6	4.5	-11.9	-15.6	4.0	10.1
CC(C)C#Cc1ccc([C@@H]2[C@@H](CO)N3C(=O)CN(C(=O)Cc4ccccc4)C[C@H]23)cc1
→ 5.1	.	-18.6	-1.4	.	-6.1	.	-0.1
C[C@H](CO)N1C[C@H](C)[C@H](CN(C)C(=O)Cc2ccccc2)OCCCC[C@H](C)Oc2ccc(NC(=O)Nc3ccc(F)cc3)cc2C1=O
→ 5.3	0.3	-9.0	-0.5	8.7	5.0	-9.9[16.7 µM]	.
COc1cc(C#CC#CCN2CCCCC2)ccc1O
→ -47.1	-1.4	-2.1	.	.	.	10.1	-1.4
O=C1CC[C@@H](O)CCN1CC[C@H](Sc1ccccc1)c1ccccc1
→ -6.9	2.3	17.9	-0.2	-1.4	-7.9	-3.5	-4.8
CCNC(=O)CN1C(=O)NC(Cc2ccccc2)(Cc2ccccc2)C1=O
→ -7.4	3.2	5.1	0.3	-1.1	-10.3	-1.5	.
CCC(=O)Nc1nnc(S(=O)(=O)N(C)c2cc(C)cc(C)c2)s1
→ -1.1	2.0	-6.3	-3.4	7.9	1.0	21.1	-3.8
CCCCS(=O)(=O)Nc1ccc(N2CCOCC2)c(S(=O)(=O)N2CCOCC2)c1
→ 11.0	0.6	-6.9	-1.1	-5.9	.	1.1	-1.4
O=C1CN(S(=O)(=O)c2cc(Cl)ccc2Cl)CCN1
→ -12.6	1.7	1.5	4.3	-5.2	-1.4	7.4	-3.9
Cc1cc(C)n2c(SCc3ccccc3Cl)nnc2n1
→ 7.1	0.5	.	.	-20.5	.	-2.4	4.9
COc1cc(OC)cc(C(=O)N[C@H](C(=O)OCC(=O)Nc2ccc(C(N)=O)cc2)C(C)C)c1
→ .	.	-1.0	3.9	-1.1	-3.4	.	1.3
CCCCNC(=O)CCCn1c(=O)[nH]c2ccc(Br)cc2c1=O
→ -24.3	-8.5	.	.	10.5	.	-6.1	1.7
CCOC(=O)CCCCCC(=O)Nc1ccc2c(c1)C(=O)N([C@@H](C)CO)C[C@H](C)[C@H](CN(C)C(=O)Nc1ccc(C(F)(F)F)cc1)OCCCC[C@H](C)O2
→ 12.0	0.2	-1.2&11.6	1.9&-0.4	-3.5	1.7&2.9	1.0	-2.0&0.2
Clc1ccc(C2[C@H]3CN(Cc4cccnc4)[C@H](c4ccccc4)C34CC2(c2cccnc2)C4)cn1 (stereo partly specified)
→ .	4.3	.	-2.5	-23.4	2.0	1.3	0.1
CCC(c1nnnn1C1CCCC1)N(Cc1cccs1)Cc1cc2cc(C)ccc2[nH]c1=O (stereo unspecified)
→ 6.6	-1.7	-9.5	.	.	.	-0.1	.
O=c1[nH]c2cc3ccccc3cc2nc1-c1nnnn1Cc1ccccc1
→ .	.	9.9	13.6	-8.4	5.5	.	-9.2
CCc1nccn1CCC(=O)NC1CCCc2c1cnn2-c1ccc(F)cc1F (stereo unspecified)
→ .	1.6	-3.9	-0.7	7.6	4.1	.	-2.2
COCCNC(=O)C[C@H]1C[C@H]2c3cc(NC(=O)NC4CCCCC4)ccc3O[C@H]2[C@@H](CO)O1
→ 1.5	50.4	7.0	-2.1	-3.9	4.8	0.3[16.7 µM]	-3.7
CC(NC(=O)Nn1cnnc1)(C(F)(F)F)C(F)(F)F
→ 39.0	0.0	0.3	-1.3	.	-5.7	-1.5	.
Cc1ccc(CNC(N)=S)cc1
→ 18.9	-1.1	.	.	-27.7	.	4.8	-3.9
Cc1ccc(S(=O)(=O)Nc2cccc3ncccc23)cc1
→ 13.4	0.6	-6.0	6.1	1.3	-4.2	64.6	-10.7
Cc1ccc(C(=O)N/C(=C\c2cccs2)C(=O)NCCCN2CCOCC2)cc1
→ .	0.1	-7.8	0.2	0.6	2.4	.	-2.2
COc1ccccc1/C=C1\SC(N2CCC(C)CC2)=NC1=O
→ .	-4.4	-31.9	-1.5	-101.4	-67.0	28.6	-3.8
C[C@@H]1CN([C@H](C)CO)S(=O)(=O)c2ccc(C#Cc3ccccn3)cc2O[C@H]1CN(C)Cc1cccc(F)c1
→ -39.0	-0.9	-0.3	0.4	.	11.3	38.6[16.7 µM]	.
CCOC(=O)c1ccc(NC(=O)C2COc3ccccc3O2)cc1 (stereo unspecified)
→ .	0.5	-12.2	0.7	-10.2	-22.7	.	2.2
NC(CSC1(c2ccc(Cl)cc2)c2ccccc2-c2ccccc21)C(=O)O (stereo unspecified)
→ .	.	.	3.2	-2.1	-2.0	.	-10.1
COc1ccc(C2=CC(=O)OC3(CCCCC3)O2)cc1
→ 0.0	2.0	.	.	4.2	.	-13.0	12.7
COC(=O)c1cn(NC(=O)c2cnccn2)c(=O)c2ccccc12
→ 4.0	-3.5	.	.	.	.	4.0	-2.4
COc1ccc(CNC(=O)CN(C(=O)c2cc3sccc3n2C)C2CCCC2)cc1
→ -4.5	-0.1	5.8	0.1	.	3.9	0.1	.
C[C@@H]1CN([C@@H](C)CO)C(=O)c2cc(NC(=O)CCC(F)(F)F)ccc2O[C@@H](C)CCCCO[C@@H]1CN(C)S(=O)(=O)c1ccc(Cl)cc1
→ 7.8	2.0	13.4	2.2	2.8	-0.7	1.5[16.7 µM]	-0.1
N#CCCN(CCN1CCCC1)S(=O)(=O)c1ccc(-c2ccc([N+](=O)[O-])cc2)cc1
→ -4.2	.	-17.6	-3.4	9.4	-2.3	.	.
O=C(Nc1ccc(C(F)(F)F)cc1)N[C@H]1CC[C@@H](CCn2cc(C3(O)CCCC3)nn2)O[C@@H]1CO
→ -6.9	1.0	-4.5	1.3	-3.4	-2.5	.	.
Cc1ccc(CNC(=O)CCCn2nc(C)c3c(C)n(-c4ccccc4)nc3c2=O)cc1
→ -6.9	1.8	4.2	-1.1	-0.7	.	-1.0	0.8
CC(C)C[C@H](NC(=O)C1CC1)C(=O)N1CCC[C@H]1C(=O)NCc1ccccc1
→ .	.	4.0	-2.1	2.6	-3.6	.	-7.9
CCCN(C)C[C@H]1OCCCC[C@@H](C)Oc2ccc(NS(=O)(=O)c3cccs3)cc2C(=O)N([C@@H](C)CO)C[C@@H]1C
→ 0.6	4.9	-3.1	2.3	-1.5	6.5	13.4[16.7 µM]	.
CC1CN(CCCCSc2ccccc2)CC(C)O1 (stereo unspecified)
→ -1.5	2.3	-11.1	-1.8	5.8	3.7	1.6	-0.5
COCCCNC(=O)Cc1ccc(S(=O)(=O)N2CCOCC2)s1
→ -3.8	-0.2	27.5	-0.4	-11.5	-11.2	-1.9	0.7
C[C@@H]1CCCCO[C@@H](CN(C)CC2CCCCC2)[C@H](C)CN([C@H](C)CO)C(=O)c2cc(NS(=O)(=O)c3ccccc3)ccc2O1
→ -12.1	2.7	-1.9	1.3	22.9	8.3	-4.7[16.7 µM]	.
CCCNC(=O)C[C@H]1CC[C@@H]2[C@H](COc3ccc(NC(=O)C4CCOCC4)cc3C(=O)N2C)O1
→ 6.6	0.1	1.7	-2.2	-1.5	0.8	-2.4[16.7 µM]	-1.4
CC=Cc1ccc2n(c1=O)C[C@@H]1[C@@H](CO)[C@H](C(=O)Nc3ccccc3)[C@H]2N1C(=O)CC (mixture of isomers)
→ .	0.1	-23.1	-2.4	-3.2	-3.8	1.2[16.7 µM]	.
COc1ccc(N2CCN(C(=O)Oc3ccc([N+](=O)[O-])cc3)CC2)cc1
→ .	.	-0.7	-1.6	5.4	0.0	.	2.1
Cc1nc2ncnn2c(C)c1CCC(=O)NCCC1=CCCCC1
→ -14.5	-2.7	.	.	-3.5	.	2.2	-4.5
N#Cc1cccc(-c2ccc3c(c2)[C@@H]2[C@@H](CCN2S(=O)(=O)c2ccccc2F)[C@@H](CO)N3)c1
→ -6.4	-4.1	3.5	-1.4	41.2	6.5	-2.9[16.7 µM]	14.4
O=C(CSc1nnc2ccccn12)c1ccc(Cl)cc1
→ 8.6	-0.3	-30.5	1.3	-28.9	-14.0	-11.5	-2.2
Cc1ccc(S(=O)(=O)N[C@@H]2C=C[C@@H](CC(=O)NCCN3CCCCC3)O[C@H]2CO)cc1
→ -9.6	7.4	-5.5	-6.3	-1.5	-3.7	5.4[16.7 µM]	.
COC(=O)C[C@@H]1C=C[C@@H](NC(=O)NC2CCCC2)[C@@H](CO)O1
→ .	.	-5.6	1.4	-13.2	6.5	.	12.5
C[C@H]1CCCCO[C@H](CN(C)Cc2ccc(C(F)(F)F)cc2)[C@@H](C)CN([C@@H](C)CO)C(=O)c2cc(NS(C)(=O)=O)ccc2O1
→ 8.2	2.0	3.4	.	10.4	-0.4	2.7[16.7 µM]	.
CCCC(=O)Nc1ccc2c(c1)OC[C@H](C)N(C(=O)c1cnccn1)C[C@@H](C)[C@@H](OC)CN(C)C2=O
→ -3.9	-3.1	-4.6	0.5	-0.4	1.6	.	11.7
Cc1ccc(OCC(=O)Nc2nnc(S(=O)(=O)N3CCCCC3)s2)cc1
→ 3.4	-2.6	8.3	3.1	-13.3	.	-1.4	4.9
CC(=O)c1ccc(-c2nc3ccccc3n2C)o1
→ 10.4	-2.5	-10.6	.	.	.	2.9	.
CCCC(=O)Nc1c(O)c2ccccc2[nH]c1=O
→ .	-0.7	.	.	-5.8	.	-1.2	5.1

# Copied from the list:
# EWS-Fli inh with `CCCC(=O)Nc1ccc2c(c1)OC[C@H](C)N(C(=O)c1cnccn1)C[C@@H](C)[C@@H](OC)CN(C)C2=O` is entered as 1.6
# CASP6 VEID inh with `COC(=O)C[C@@H]1C=C[C@@H](NC(=O)NC2CCCC2)[C@@H](CO)O1` is entered as 1.4
# PAX8 reporter with `CCCC(=O)Nc1c(O)c2ccccc2[nH]c1=O` is entered as -5.8

# Compound activity: PubChem BioAssay, Broad Institute
